SUMO Mot1 rescue: inhibitors of SUMOylation pathway: yeast Mot1-301 growth rescue | S. cerevisiae Mot1-301 growth rescue, ATP luminescence, 38.5C; percent above DMSO median, 100 means doubled | growth rescue, % at 18.8 µM | 1% of 320,000 active;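 active = every valid replicate shows activation above 250% relative to neutral control wells; inactive = the rest, any valid replicate at or below 250%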;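 also: OY570 slx delta 5 strain wells were the positive control but not used for scaling; some compounds called inactive have numbers as strong as hits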
DSG3 Ab inh: blocks pemphigus antibody binding to human desmoglein-3. P32926. DSG3-coupled beads, scFv-anti-DSG3-GFP binding, flow cytometry; hits give low values. binding (percent of control), % at 10 µM. 0.48% of 310,000 active;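 active = binding more than 3 SD below its plate's average and above zero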;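 also: hits lower antibody fragment binding to DSG3; some compounds called inactive have numbers as strong as hits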
PfHsp90 yeast 2: growth inhibition of yeast expressing Plasmodium Hsp90 | 0.32% of 310,000 active | S. cerevisiae expressing PfHsp90, BacTiter-Glo ATP, 48 h; yeast lacking PDR1 and PDR3 efflux regulators | inhibition, % at 9.4 µM;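 active = every replicate shows inhibition above about 80%, whatever the replicate mean, limit read from the data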;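 also: 0% = DMSO neutral controls and 100% = 20 µM radicicol positive controls; yeast relying on Plasmodium falciparum Hsp90 in place of its own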
HTR5A ag ctr: activates human HTR5A in OPRM1-OPRD1 agonist counter-screen. P47898. HTR5A agonist assay, luminescence, cell-based. activation, % at 9.3 µM. 0.61% of 340,000 active; in the data active = activation mostly above about 9.5%, no sharp cut-off; inactive = mostly below about 7.6%;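 also: 0% = cells with vehicle only and 100% = reference agonist; strong numbers were not always called active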
Target sequence (P47898 whole entry, looked up): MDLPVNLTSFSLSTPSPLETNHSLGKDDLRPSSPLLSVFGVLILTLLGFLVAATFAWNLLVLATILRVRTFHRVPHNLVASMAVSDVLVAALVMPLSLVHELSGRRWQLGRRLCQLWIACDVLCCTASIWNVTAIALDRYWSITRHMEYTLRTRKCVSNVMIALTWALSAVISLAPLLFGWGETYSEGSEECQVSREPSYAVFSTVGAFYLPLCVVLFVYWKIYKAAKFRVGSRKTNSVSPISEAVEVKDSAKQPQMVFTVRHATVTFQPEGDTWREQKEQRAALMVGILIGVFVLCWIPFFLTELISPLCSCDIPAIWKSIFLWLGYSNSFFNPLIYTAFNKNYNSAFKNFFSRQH
PKA-R1A activ: activates the PKA-R1A holoenzyme complex; P00514+P68181; AID 504707; activation, % at 11.4 µM; PKA-R1A dissociation, Cy5-IP20 fluorescence polarization; scaled: DMSO 0%, 113 µM cGMP 100%; 0.083% of 340,000 active;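 active = percent activation above the mean of all tested compounds plus 3 SD, cut at about 19% in these data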;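 also: higher means more PKAc released from R1A so a rise in polarization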
OPRM1-OPRD1 ag: OPRM1-OPRD1 heterodimerization agonism; 0.3% of 340,000 active; activation, % at 9.3 µM; AID 504326; cells, luminescence; P35372+P41143; in the data active = activation above about 18%;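 also: 0% = vehicle-treated cells and 100% = reference agonist; values of inactives mirror those of a sister screen read the other way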
HTR5A inv ctr: counter-screen for OPRM1-OPRD1 inverse agonists: human HTR5A inverse agonism; HTR5A cell line, luminescence; P47898; 0.083% of 340,000 active; inhibition, % at 9.3 µM; in the data active = inhibition mostly above about 23%, no sharp cut-off; inactive = mostly below about 18%;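 also: 0% = cells with DMSO and 100% = no-cell wells with DMSO; some compounds called inactive have numbers as strong as hits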
AddAB inh: less growth of phage-infected E. coli with AddAB | E. coli expressing H. pylori AddAB, absorbance growth | inhibition, % at 11.9 µM | 0.29% of 330,000 active | AID 435030; in the data active = inhibition above about 12%;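 also: 0% = vehicle wells of infected cells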
phage Ecoli inh: E. coli growth loss with phage present; growth absorbance; inhibition, % at 11.9 µM; 0.26% of 360,000 active; in the data active = inhibition above about 11%
MOR-DOR inv ag: inverse agonists of human mu-delta opioid receptor heterodimerization. AID 504357. cell-based MOR-DOR heterodimer luminescence, inverse agonism. 0.21% of 340,000 active. inhibition, % at 9.3 µM. P35372+P41143; in the data active = inhibition above about 22%, passing the limit was not always enough;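 also: 0% = cells with DMSO and 100% = wells without cells with DMSO; values of inactives mirror those of a sister screen read the other way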
Ecoli viability: counter-screen for AddAB inhibitors: E. coli growth inhibition | inhibition, % at 11.9 µM | E. coli V3065 growth, OD600 absorbance, 18 h | 0.27% of 330,000 active | AID 449728;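 active = inhibition above the campaign's mean inhibition across all tested compounds plus 3 SD, cut at about 9.9% in these data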;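 also: uninfected addAB+ strain grown without phage in ampicillin broth; 0% = DMSO wells and 100% = ciprofloxacin 0.95 µg/ml wells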
* marks the source's active call; other numbers are inactive results; / = no result given.

SMILES | SUMO Mot1 rescue | DSG3 Ab inh | PfHsp90 yeast 2 | HTR5A ag ctr | PKA-R1A activ | OPRM1-OPRD1 ag | HTR5A inv ctr | AddAB inh | phage Ecoli inh | MOR-DOR inv ag | Ecoli viability
Cc1csc2c(=O)sc(NC(=O)c3ccc(F)cc3)nc12 | 19 | 105 | / | / | / | / | / | 1.6 | 4.5 | / | 1.7
Cc1cc(C)nc(Sc2ncnc3c2oc2ccccc23)n1 | -10 | 107 | / | -1 | 7 | -1.3 | -5 | -2.1 | 4.1 | 6 | -2.5
CCCCOc1ccc(CN(CCO)CCO)cc1[N+](=O)[O-] | 243 | 100 | 9 | 4 | 2 | -3.1 | -12 | 1.7 | 3.9 | 16 | -1.2
O=C(O)CCS(=O)(=O)Cc1ccccc1Cl | -1 | 100 | -15 | 6 | -4 | -1.1 | -1 | 1.8 | 0.5 | 6 | -2.7
CC(CNC(=O)COc1ccccc1)OC(=O)Nc1cccc(Cl)c1 (configuration not stated) | 7 | 99 | -3 | -1 | -20 | -1.6 | 2 | 2.3 | 4.5 | 8 | 0.4
CCOc1cc(/C=C2/NC(=O)N(CC(=O)OC)C2=O)ccc1OC | 88 | 101 | -10 | -3 | -7 | -0.5 | 5 | 2.7 | 1.7 | 3 | -0.6
S=C1NCCc2ccccc2C1c1ccccc1 (configuration not stated) | 19 | 94 | -14 | -5 | 3 | -2.2 | 5 | 2.7 | 2.2 | 13 | -0.8
Cc1cc(OCC(=O)N2CCOCC2)cc2oc(=O)c3ccccc3c12 | -6 | / | -18 | 1 | 5 | -1.6 | 10 | 1.9 | 1.9 | 7 | 1.4
O=C(O)CSc1nnc(Cc2cccc3ccccc23)n1-c1cc(C(F)(F)F)cc(C(F)(F)F)c1 | 2 | / | -3 | -5 | 3 | 0.9 | 13 | -1.3 | 1.0 | -5 | 0.1
CC(C)c1nnc(-c2ccc(Cl)cc2)c(N(C)C)n1 | / | / | 12 | 9 | -8 | -1.8 | 12 | -0.2 | -0.1 | 10 | -3.1
O=C(CSc1ncn[nH]1)c1cc2ccccc2o1 | -8 | 105 | -2 | -1 | 14 | -1.6 | 3 | 1.6 | 4.5 | 9 | 3.2
O=C1C(=O)c2ccccc2C(O)=C1CC=C(Cl)Cl | / | 86 | -12 | -2 | -6 | -1.9 | 6 | / | 0.7 | 8 | /
COc1ccc(CNC(=O)Cn2c(=O)n(CC(=O)N3CCCCC3)c(=O)c3sccc32)cc1 | -1 | 109 | 4 | 2 | -4 | -3.7 | 7 | 3.7 | 3.0 | 19 | -0.2
O=c1c2ccccc2nc2oc3ccccc3n12 | -17 | 104 | 0 | 0 | -9 | -2.0 | 2 | -0.8 | 1.7 | 10 | 1.5
Cc1cccc(NC(=O)CNC(=O)c2cccc(-n3cccc3)c2)c1C | 7 | 100 | -3 | -1 | 5 | -3.0 | 14 | 1.2 | 1.9 | 14 | 0.7
CCOc1ccc(N=Nc2c(C)noc2C)cc1 | -12 | 87 | 5 | -1 | -6 | -1.4 | 3 | -0.4 | 0.5 | 7 | -1.0
CC1(C)CC(=O)C=C(NCC(O)c2ccccc2)C1 (configuration not stated) | 6 | 108 | 7 | 0 | 3 | -0.7 | -10 | 2.7 | 2.1 | 4 | 1.4
CC1=C(C(=O)OCC(C)C)C(c2ccc(F)cc2)NC(=O)N1 (configuration not stated) | -13 | 98 | 9 | -4 | 7 | -0.1 | -15 | -1.2 | -0.6 | 0 | -0.4
COc1ccc(/C=N/n2cnnc2SCc2ccccc2)cc1 | -5 | 97 | -14 | -2 | -6 | 2.1 | 10 | 1.6 | 2.9 | -9 | 1.2
COC(=O)c1cccc(S(=O)(=O)N2CCC(c3nc4ccccc4o3)CC2)c1 | -9 | 97 | -3 | 0 | -17 | 0.6 | -10 | 3.5 | 0.5 | -4 | 1.1
COc1ccc(C)cc1NC(=S)N1CCOCC1 | 10 | 105 | -5 | 0 | 3 | -1.9 | -1 | 0.0 | 0.9 | 13 | 1.7
CCN(CC)S(=O)(=O)c1ccc(N2CCOCC2)c(NC(=O)c2ccc(F)cc2)c1 | 1 | 103 | -28 | -4 | 4 | -0.5 | 9 | 1.0 | 2.9 | 3 | 0.0
N#C/C(=C/c1ccc(Sc2nc3ccccc3[nH]2)o1)c1cccc(Br)c1 | 7 | 104 | -30 | -2 | -3 | -0.3 | -8 | 4.7 | 3.2 | 1 | 2.9
Cc1ccc(Cn2ccc(NC(=O)c3cc(-c4ccc5c(c4)OCO5)on3)n2)cc1 | / | 101 | 0 | 4 | -7 | -0.3 | -9 | / | / | 2 | /
Cc1c(NS(=O)(=O)N2CCCC2)c(=O)n(-c2ccccc2)n1C | 165 | 101 | 20 | 2 | -9 | 0.5 | 17 | 1.1 | 0.6 | -2 | -0.8
CC(=O)N1CCN(C(=O)COc2ccc3oc4c(c3c2)CCCC4)CC1 | -20 | 109 | / | 3 | -6 | 0.7 | 9 | 2.6 | 3.2 | -4 | 3.4
O=C(O)Cn1c(COc2ccc(Cl)cc2)nc2ccccc21 | -10 | 102 | 28 | -1 | 1 | -1.1 | 2 | 1.0 | 0.4 | 6 | 1.6
O=S(=O)(NCCNS(=O)(=O)c1ccccc1)c1ccccc1 | 9 | 104 | / | -1 | -7 | -0.8 | 2 | -0.8 | 0.0 | 4 | 1.6
Cc1ccc(NC(=O)N2CCC(C(=O)NCC(C)C)CC2)cc1 | -12 | / | -4 | 2 | -9 | -1.9 | 0 | 6.0 | 2.3 | 10 | 2.3
CCOC(=O)c1c(C)c(C(=O)NCCc2ccc(S(N)(=O)=O)cc2)c(C)n1CC | -4 | 104 | -4 | 0 | -10 | -1.7 | -2 | -1.0 | -0.4 | 9 | 0.2
CC1=CCC(C(C)(C)NC(=O)c2ccccc2)C/C1=N\O (configuration not stated) | 3 | 98 | -2 | 1 | -9 | -2.3 | 6 | -1.1 | 2.5 | 12 | -2.5
Cc1ccc(NC(=O)N2CCCCC2)cc1NC(=O)N1CCCCC1 | 11 | 90 | 3 | -2 | -4 | -1.1 | 9 | 0.6 | 0.9 | 6 | -1.5
CCN(CC)c1ccc(NC(=O)c2cnn(CC)c2)cc1 | / | 103 | -3 | 4 | 13 | -0.5 | -14 | 6.4 | 3.5 | 3 | 3.1
CCn1nc(NS(=O)(=O)c2ccc(C)cc2)c2cc3ccccc3nc21 | 22 | 100 | 3 | -3 | 0 | -2.9 | 8 | 1.9 | 3.0 | 15 | 3.4
CCCn1c(C)cc(C(=O)CN2C(=O)c3ccccc3C2=O)c1C | 0 | 95 | 7 | 1 | -3 | -3.2 | -52 | -0.4 | 3.2 | 17 | 0.6
O=C(CSCc1cccc(F)c1)NCc1ccccc1 | -1 | 104 | 15 | -1 | -7 | 0.1 | 13 | 5.4 | -1.1 | 0 | -1.5
COc1cccc(-c2c(C(=O)N/N=C(\C)c3cccs3)nnn2-c2nonc2N)c1 | 5 | 103 | 12 | 0 | -4 | -2.4 | 1 | 0.8 | 0.3 | 13 | 1.4
COc1cc(/C=C2/SC(=S)N(CCC(=O)Nc3ccc(C(=O)O)cc3)C2=O)cc(OC)c1OC | 1 | 107 | -15 | -3 | -11 | -1.4 | 8 | 4.4 | -0.2 | 6 | 1.4
CCS(=O)(=O)N1CCC(C(=O)NCc2cccs2)CC1 | 30 | 107 | -7 | 3 | 4 | -2.0 | 21 | 2.6 | 0.6 | 12 | 3.4
CCN(CC)CCNC(=O)CCCCn1c(=S)[nH]c2c([nH]c3ccc(OC)cc32)c1=O | / | 101 | -3 | 4 | -2 | -1.2 | 15 | -0.5 | 0.5 | 6 | -1.9
CCn1cc(C(=O)NCCO)c(=O)c2cc(F)c(N3CCN(C)CC3)cc21 | -4 | 95 | 4 | 1 | -5 | -1.9 | -4 | 99* | 93* | 11 | 98*
Cc1cccc(CSCC(=O)NCc2ccc(S(N)(=O)=O)cc2)c1 | 4 | 93 | 0 | -2 | 2 | -2.8 | -28 | 2.5 | 1.5 | 13 | -0.8
OC(COc1ccccc1)CN1CCCCCC1 (configuration not stated) | 43 | 109 | -1 | 2 | -7 | 2.8 | -6 | 1.3 | 3.9 | -15 | -1.1
COc1ccc(-c2noc(CN(C)C(=O)CCN3C(=O)[C@H]4CC=CC[C@H]4C3=O)n2)cc1 | 294 | 104 | -6 | -2 | 0 | -2.1 | 5 | 3.7 | -0.2 | 11 | 0.2
Cc1cc(=O)oc2c(C)c(OCC(=O)NCC3CCC(C(=O)O)CC3)ccc12 (configuration not stated) | -1 | / | 4 | 4 | 4 | -2.8 | -6 | 3.7 | 2.6 | 14 | 2.0
CC(=O)c1cccc(N(CC(=O)Nc2ccc(F)cc2)S(C)(=O)=O)c1 | 0 | 122 | 15 | 0 | 0 | -1.8 | -6 | 0.2 | 0.0 | 10 | 0.8
CCC(CC)=N/N=C/c1c(O)n(CC)c2cc(C3=NNC(=O)CC3)ccc12 | -26 | 108 | 10 | -3 | -5 | -6.0 | 29 | 2.6 | 1.8 | 25 | -5.6
COc1ccccc1C(=O)N/C(=C\c1ccc(Br)cc1)C(=O)NCCO | -32 | 99 | -4 | -1 | -10 | -1.2 | -5 | 0.0 | 2.6 | 7 | -3.4
COC(=O)c1ccccc1SC1CC(=O)N(c2cccc(C)c2)C1=O (configuration not stated) | -13 | 104 | 13 | -2 | -4 | -1.6 | 6 | 1.8 | 2.6 | 8 | 0.6
CCOC(=O)C1=C(C)NC(=O)/C1=C\N(C)C | 12 | 102 | -23 | 1 | -8 | -3.3 | -16 | 0.5 | 5.6 | 17 | 2.2
CCOc1ccc(NC(=O)c2sc3nc(N4CCOCC4)c4c(c3c2N)CCCC4)cc1 | 30 | 97 | -2 | -2 | -14 | 0.1 | -44 | -0.4 | -1.3 | -1 | -2.1
O=[N+]([O-])c1cccc(Cl)c1NCCNS(=O)(=O)c1ccccc1 | -2 | 107 | 6 | -4 | -5 | -0.3 | -6 | 2.2 | 0.8 | 2 | 0.6
Cc1ccc(C)c(NC(=O)CSc2nc(C)cc(C)c2C#N)c1 | 27 | 89 | -8 | 2 | 9 | -2.4 | -8 | 7.8 | -1.8 | 14 | 2.0
Cc1ccc(-c2csc(NC(=O)CCNC(=O)c3ccccc3Cl)n2)cc1 | 14 | 90 | / | -3 | 3 | 1.2 | 8 | 4.0 | 2.8 | -9 | -2.9
Cc1nc(NC(=O)c2ccco2)sc1C(=O)Nc1ccc(Br)cc1 | 8 | 91 | -1 | 2 | -5 | 0.3 | 11 | 4.2 | / | -1 | 4.0
COc1ccc(CCNC(=O)CC2SC(=NCCC(C)C)NC2=O)cc1OC (configuration not stated) | -9 | 83 | 1 | 2 | -16 | -2.4 | 8 | 1.6 | -0.1 | 12 | -1.6
